GalR3 antag: antagonists of human GalR3; inhibition, % at 3 µM; HEK293 GalR3-CNG cAMP membrane potential fluorescence; galR3 body fused to GalR1 C-terminus; O60755; hit rate 0.44% among 360,000;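 active = inhibition above the screen-wide average plus 3 SD, cut at about 13% in these data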;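 note: forskolin and galanin both at EC90 stimulate the cells; cAMP rise reported by CNG channel membrane potential dye signal; 0% = forskolin plus galanin with DMSO and 100% = forskolin alone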
Target sequence (O60755 1-299 limits assumed): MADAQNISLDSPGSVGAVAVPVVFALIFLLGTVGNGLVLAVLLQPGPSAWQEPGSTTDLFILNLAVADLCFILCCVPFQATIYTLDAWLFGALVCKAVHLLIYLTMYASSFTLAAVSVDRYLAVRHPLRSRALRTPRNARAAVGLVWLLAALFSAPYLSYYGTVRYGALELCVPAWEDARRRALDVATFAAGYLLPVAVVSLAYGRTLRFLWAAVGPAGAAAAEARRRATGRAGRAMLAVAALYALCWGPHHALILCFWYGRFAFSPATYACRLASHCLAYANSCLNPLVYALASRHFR
An asterisk follows results filed as active. These rows are one share of the data; count on the stated rates, not on these rows.

item | smiles | GalR3 antag
1 | C[C@@H]1ON(C)[C@H]2C[C@H]3c4[nH]c5c(-c6ccc(Cl)cc6)cccc5c4CCN3C(=O)[C@@H]12 | -6
2 | O=C(/C=C(\Nc1ccccc1)c1ccccc1)c1ccccc1 | 1
3 | CCCCOCCCNC(=O)C[C@H]1C[C@@]2(C(=O)OC)C(=C[C@H](C(C)C)O[C@@H]2C2CC2)N(Cc2ccccc2)C1=O | -5
4 | Cc1cc(N2CCN(CC(C)(C)O)C[C@@H]2C)ccc1N1CCN(CC(C)(C)O)[C@@H](C)C1 | -7
5 | C[C@H](O)[C@@H]1C(=O)N2CCc3c([nH]c4c(-c5ccccc5)cccc34)[C@@H]2C[C@@H]1N(C)C(=O)NC1CCCCC1 | -7
6 | COCc1cc(N2CCN(C(=O)OC(C)(C)C)C[C@H]2C)ccc1Br | -4
7 | CON(C)C(=O)[C@H]1C[C@@H]2[C@H](C[C@@H](c3ccccc3)[C@H]1C)N(c1ccc(F)cc1)C(=O)N2CCCOc1ccccc1 | -5
8 | COC(=O)Cc1nnn2c1[C@@H](C)[C@@H](c1ccccc1Br)OC[C@H](C)C2 | -1
9 | C[C@@H]1CCCCO[C@@H](CN(C)C(=O)Nc2ccc(F)cc2)[C@@H](C)CN([C@H](C)CO)C(=O)c2cc(NC(=O)Nc3ccc4c(c3)OCO4)ccc2O1 | -4
10 | O=C(N[C@@H](Cc1cccnc1)C(=O)N1CCC[C@H]1C(=O)NCCc1ccccc1Cl)c1ccc(Cl)c(Cl)c1 | -8
11 | COC(=O)C1=C(C)N(Cc2cccc(C(F)(F)F)c2)C(=NCc2ccccc2C(F)(F)F)NC1c1ccccc1C(F)(F)F (stereo unspecified) | -5
12 | COC(=O)[C@]12C[C@H](CC(=O)N3CCN(C(=O)C4CC4)CC3)C(=O)N(Cc3ccc4c(c3)OCO4)C1=C[C@H](COCc1ccccc1)O[C@@H]2C | -5
13 | Cc1cc(=O)c2c(ccc3c(=O)cc(C)[nH]c32)[nH]1 | 0
14 | CC(C)C(C(=O)NCc1ccccc1)N1CCN(CCN2CCOCC2)CC1 (stereo unspecified) | 0
15 | CCCCNc1cccc2c1S(=O)(=O)N[C@@H](CC(C)C)CO2 | 1
16 | C[C@@H]1ON(C)[C@H]2C[C@H]3c4[nH]c5c(-c6ccc7c(c6)OCO7)cccc5c4CCN3C(=O)[C@@H]12 | -6
17 | COc1cccc(C(=O)N[C@@H](Cc2cccnc2)C(=O)N2CCC[C@H]2C(=O)NCc2ccccc2)c1 | 0
18 | CCCCCCCCN1C(=O)[C@@H](CC(=O)NCCC(C)C)C[C@@]2(C(=O)OC)C1=C[C@H](C(C)(C)C)O[C@@H]2C | -4
19 | CCCCOCC1CN(CCCC)S(=O)(=O)c2c(cccc2N(C)S(=O)(=O)c2ccc(C)cc2)O1 (stereo unspecified) | -7
20 | COC(=O)c1ccc2nc(-c3ccccc3)c(Cc3cccc(Cl)c3)n2c1 | -9
21 | COC(=O)[C@]12C[C@H](CC(=O)NCc3cccs3)C(=O)N(CCc3ccc(OC)c(OC)c3)C1=C[C@H](C(C)(C)C)O[C@@H]2C | 3
22 | C[C@@H]1ON(C)[C@H]2C[C@H]3c4[nH]c5cccc(-c6cccc(F)c6)c5c4CCN3C(=O)[C@@H]12 | -10
23 | COC(=O)C1=C(C)N(Cc2ccccc2)C(=S)NC1c1cccc(Br)c1 (stereo unspecified) | -6
24 | COC(=O)[C@]12C[C@H](CC(=O)NCc3cccs3)C(=O)N(Cc3ccc4c(c3)OCO4)C1=C[C@H](COCc1ccccc1)O[C@@H]2C | -7
25 | COC(=O)[C@]1(Cc2ccccc2)NC=C(C(=O)c2ccccc2)[C@@H]1c1cccs1 | 1
26 | C[C@@H]1CN([C@@H](C)CO)C(=O)c2cc(Br)cnc2O[C@@H]1CN(C)C(=O)c1ccc(F)cc1 | -4
27 | COC(=O)c1cc2c(c3c4cc(F)ccc4n(S(=O)(=O)c4cccc(C)c4)c13)C(=O)N(Cc1ccc(N(C)C)cc1)C2 | -4
28 | Cc1ccc(Cc2c(-c3cccc(Br)c3)nc3ccc(C)cn23)cc1 | -4
29 | COC(=O)C1=C(C)N(Cc2ccccc2C(F)(F)F)C(=NCc2cc(OC)c(OC)c(OC)c2)NC1CCc1ccccc1 (stereo unspecified) | -6
30 | CC(=O)O[C@H]1C[C@@H](n2cnc3c(Cl)ncnc32)[C@@H]2OC(C)(C)O[C@@H]21 | -6

Pulled one by one from the list above, 5 records:
item | smiles | GalR3 antag
24 | COC(=O)[C@]12C[C@H](CC(=O)NCc3cccs3)C(=O)N(Cc3ccc4c(c3)OCO4)C1=C[C@H](COCc1ccccc1)O[C@@H]2C | -7
22 | C[C@@H]1ON(C)[C@H]2C[C@H]3c4[nH]c5cccc(-c6cccc(F)c6)c5c4CCN3C(=O)[C@@H]12 | -10
28 | Cc1ccc(Cc2c(-c3cccc(Br)c3)nc3ccc(C)cn23)cc1 | -4
29 | COC(=O)C1=C(C)N(Cc2ccccc2C(F)(F)F)C(=NCc2cc(OC)c(OC)c(OC)c2)NC1CCc1ccccc1 (stereo unspecified) | -6
17 | COc1cccc(C(=O)N[C@@H](Cc2cccnc2)C(=O)N2CCC[C@H]2C(=O)NCc2ccccc2)c1 | 0

Later entries:
item | smiles | GalR3 antag
31 | O=C(C(=O)N1CCN(S(=O)(=O)c2cccc(C(F)(F)F)c2)CC1)c1cccc(C(F)(F)F)c1 | 2
32 | Cc1cc(O)cc(=O)n1-c1ccc(Cl)c(C(F)(F)F)c1 | -1
33 | CCCN1C(=O)c2[nH]nc(-c3ccccc3)c2C1c1ccc(C)cc1 (stereo unspecified) | -10
34 | Cc1ccc(S(=O)(=O)NC(CCCNC(=O)OCc2ccccc2)C(=O)O)cc1 (stereo unspecified) | -4
35 | COC(=O)C1=C(C)N(C)C(=NCc2ccc(OC)cc2)NC1c1cccc(Cl)c1 (stereo unspecified) | -7
36 | CC(NC(=O)C=Cc1ccco1)C(=O)NC(Cc1ccccc1)C(N)=O (stereo unspecified) | -2
37 | O=C(Cc1ccc(NC(=O)C2CCCN(C(=O)c3ccccc3)C2)cc1)Nc1cccc(C(=O)N2CCCC2)c1 (stereo unspecified) | -4
38 | N#Cc1ccc2nc(-c3ccc(CN4CCC5(CC4)CNc4ccccc45)cc3)c(-c3ccccc3)nc2c1 | -7
39 | COc1ccc(C(C#N)=Cc2cc(OC)c(OC)c(OC)c2)cc1 | -9
40 | COc1ccc(C(C)(C)C)cc1N1C(=O)[C@@H]2CSCCS(=O)(=O)N2C1=O | -3
41 | COc1ccc(S(=O)(=O)N2CCCc3nc(-c4ccc(F)cc4)ccc32)cc1 | -4
42 | C[C@H]1[C@@H]2C[C@@]3(O[C@H](c4ccc(C(F)(F)F)cc4)N=C3C[C@@H]1c1ccccc1)N(Cc1ccncc1)C2=O | 0
43 | O=C(C(=O)N1CCC(CNC(=O)c2ccccc2F)CC1)c1cc2ccccc2o1 | -5
44 | COC(=O)C1=C(C)N(Cc2ccccc2C(F)(F)F)C(=NCc2ccccc2C(F)(F)F)NC1c1cccc(C(F)(F)F)c1 (stereo unspecified) | -5
45 | COC(=O)C1=C(C)N(Cc2cccc(C(F)(F)F)c2)C(=NCc2ccc(OC)cc2)NC1c1cccc(Cl)c1 (stereo unspecified) | 0

Compounds from the list above containing two or more sulfur atoms (2):
item | smiles | GalR3 antag
19 | CCCCOCC1CN(CCCC)S(=O)(=O)c2c(cccc2N(C)S(=O)(=O)c2ccc(C)cc2)O1 (stereo unspecified) | -7
40 | COc1ccc(C(C)(C)C)cc1N1C(=O)[C@@H]2CSCCS(=O)(=O)N2C1=O | -3

New compounds follow:
item | smiles | GalR3 antag
46 | O=C(N[C@H](C(=O)N1CCC[C@H]1C(=O)NC1CCCC1)c1ccccc1)c1ccc(Cl)c(Cl)c1 | -8
47 | COc1ccc2c(c1)[C@@H](NC(=O)c1ccncc1)[C@@H]1Cc3ccccc3[C@H]21 | -6
48 | N#Cc1[nH]nc2nc[nH]c(=O)c12 | -7
49 | COC(=O)C1=C(C)N(Cc2cccc(C(F)(F)F)c2)C(=NCC2CC2)NC1c1cccc(Cl)c1 (stereo unspecified) | -4
50 | Nc1[nH]c(C(=O)c2ccccc2)c(-c2cccnc2)c1C(=O)c1ccccc1 | -6
51 | Nc1[nH]c(C(=O)c2ccc(Br)cc2)c(-c2ccc(Cl)cc2[N+](=O)[O-])c1C(=O)NCCc1c[nH]c2ccccc12 | -7
52 | Nc1[nH]c(=O)ncc1-c1ccc([N+](=O)[O-])cc1 | -6
53 | Cc1cc(CN2CCN(c3ncc(Cc4ccccc4)cn3)CC2)cc(C)c1O | -7
54 | Cc1cccc(C)c1NC(=O)C(CCc1ccccc1)N1CCN(CCN(C)C)CC1 (stereo unspecified) | -3
55 | CC(C)c1[nH]nc2c1C(c1cccc(C(F)(F)F)c1)N(c1ccccc1)C2=O (stereo unspecified) | -7
56 | COC(=O)[C@]12C[C@H](CC(=O)NCCC(C)C)C(=O)N(Cc3ccccc3)C1=C[C@H](C(C)C)O[C@@H]2C1CC1 | -7
57 | CC(C)C[C@@H]1COc2cccc(NCCO)c2S(=O)(=O)N1 | -5
58 | O=C(CCc1c[nH]c2ccccc12)Nc1ccc(Nc2cccnc2)c(Br)c1 | -8
59 | Cc1ccccc1-c1ccc2c(c1)[C@@H]1C[C@H](N(C)S(=O)(=O)c3ccc(Cl)cc3)[C@H]([C@H](C)O)CN1CC2 | -7
60 | O=C(Cc1cn(Cc2ccccc2)c2ccccc12)Nc1ccc(Nc2cccnc2)cc1 | 3
61 | CC(C)(C)c1ccc(S(=O)(=O)NCC2CCN(C(=O)C(=O)c3cccs3)CC2)cc1 | -7
62 | C[C@@H]1COc2cc(N3CCCC3)ccc2S(=O)(=O)N1 | -7
63 | CC[C@H](C)[C@H]1CNC(=O)C(=O)N1CC1CCN(CCc2ccc(OC)c(OC)c2)CC1 | 1
64 | OCCC(N1CCOCC1)C(O)(c1ccccc1)c1ccccc1 (stereo unspecified) | -8
65 | O=C(/C=C(\Nc1cc(Cl)c(F)c(Cl)c1)c1ccccc1)c1ccccc1 | -4
66 | c1ccc(CN2CCCC3CC2c2ccccc23)cc1 (stereo unspecified) | -7
67 | COC(=O)C1=C(C)N(C)C(=NCc2ccc(C(F)(F)F)cc2)NC1c1ccc(C(F)(F)F)cc1 (stereo unspecified) | -9
68 | C[C@@H]1CN([C@@H](C)CO)C(=O)CCCn2cc(nn2)CO[C@H]1CN(C)C(=O)Nc1ccc(C(F)(F)F)cc1 | -6
69 | COC(=O)c1cc2c(c3c4cc(OC)ccc4n(S(=O)(=O)c4ccc(OC)cc4)c13)C(=O)N(Cc1ccc(C(F)(F)F)cc1)C2 | -2
70 | O=S1(=O)N[C@H](Cc2ccccc2)COc2cccc(NCCO)c21 | -2
71 | COc1ccc2c(c1)[C@@]1(OCCC=C[C@H]1C)C(=O)N2C/C=C(\C)CCC=C(C)C | -9
72 | CC(C)CNc1cccc2c1S(=O)(=O)N[C@H](C)CO2 | -4
73 | CCCCN1CC(COCc2ccccc2)Oc2cccc(Oc3ccc(F)cc3OC)c2S1(=O)=O (stereo unspecified) | 0
74 | CC(C)C[C@H](NS(=O)(=O)c1ccc(F)cc1F)C(=O)N1CCC[C@H]1C(=O)NCc1ccccc1 | -6
75 | COC(=O)C1=C(C)N(Cc2ccccc2C(F)(F)F)C(=NCc2cc(OC)c(OC)c(OC)c2)NC1c1cccc(C(F)(F)F)c1 (stereo unspecified) | -3
76 | COCCN1C(=O)[C@H]2C[C@@]13O[C@H](c1ccc(C(F)(F)F)cc1)N=C3C[C@H](c1ccccc1)[C@H]2C | -5
77 | COC(=O)C1=C(C)N(Cc2ccc(Cl)cc2)C(=S)NC1c1cccc(Br)c1 (stereo unspecified) | -8
78 | COC(=O)C1=C(C)N(Cc2ccccc2C(F)(F)F)C(=NCc2cccc(C(F)(F)F)c2)NC1c1ccc(F)cc1 (stereo unspecified) | -2
79 | COC(=O)c1ccc2nc(-c3ccc(Cl)cc3)c(Cc3ccccc3)n2c1 | -7
80 | C[C@H](O)[C@@H]1C(=O)N2CCc3c([nH]c4c(-c5ccc6c(c5)OCO6)cccc34)[C@@H]2C[C@@H]1N(C)C(=O)NC1CCCCC1 | -7
81 | O=C(NCCc1ccccc1Cl)[C@@H]1CCCN1C(=O)[C@@H](NS(=O)(=O)c1ccc(F)cc1F)C1CCCCC1 | -1
82 | NC(=O)c1ncn([C@@H]2O[C@H](C(=O)N[C@H](Cc3ccccc3)C(=O)N3CCN(CC(=O)Nc4ccccn4)CC3)[C@@H](O)[C@H]2O)n1 | -5
83 | CC1(C)CC(=O)C=C(c2ccccc2-c2cccc(C(N)=O)c2)C1=O | -5
84 | COC(=O)C1=C(C)N(Cc2ccccc2C(F)(F)F)C(=NCc2ccc(C(F)(F)F)cc2)NC1c1cccc(C(F)(F)F)c1 (stereo unspecified) | -6
85 | Cc1ccc(/C=N/NC(=O)c2c(C)nc3ccc(Cl)cn23)cc1 | -3
86 | C[C@H]1[C@H](c2ccccc2)Oc2cccc(NCCc3ccccc3)c2S(=O)(=O)N1Cc1cccc(Cl)c1 | -6
87 | Cc1cccc(CN2CCSCCS2(=O)=O)c1 | -7
88 | CN1OC[C@@H]2CN[C@H](c3ccc(N4CCCCC4)cc3)C[C@@H]21 | -2
89 | CCOC(=O)C1=C[C@@H](C(C)(C)C)N(S(=O)(=O)c2ccc([N+](=O)[O-])cc2)[C@H]1c1cccc(Cl)c1 | -4
90 | CCCCCCCN(c1ccccc1)C1C[C@H]2CCCC(=O)N3CC[C@@H](C1)[C@@H]23 (stereo partly specified) | -4
91 | C[C@H]1CN(C(=O)OC(C)(C)C)CCN1c1ccc(N2CCS(=O)(=O)CC2)c(C#N)c1 | -8
92 | C#CCN1C(=O)[C@]2(OC[C@@H]3Cc4ccccc4[C@@H]3C=C2C)c2ccccc21 | -7
93 | CCCn1c(C)c(CC(=O)Nc2ccc(N(C)c3ccccn3)cc2)c2ccccc21 | -5

Screening data (PubChem)
